Screening data from PubChem BioAssay.
CF NFkB inh: inhibitors of cystic fibrosis induced NF-kB; KKLEB NF-kB-GFP reporter, PAF-induced, GFP fluorescence overnight; inhibition, % at 5 µM; 0.86% of 360,000 active;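 active = at least 50% inhibition at 5 µM, scaled per plate between neutral and stimulator controls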;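 note: PAF is a Pseudomonas aeruginosa culture filtrate used as stimulus; plate controls were PAF-stimulated DMSO wells for no effect and unstimulated DMSO wells for full effect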
KKLEB tox: reduces viability of KKLEB cystic fibrosis airway cells. 0.36% of 360,000 active. activity change (cytotoxicity), % at 5 µM. KKLEB CF airway cells viability, ATPlite luminescence, overnight; active compounds read low; cells stimulated with P. aeruginosa culture filtrate. AID 602141;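 active = corrected activity change at or below -50% at 5 µM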
NR2E3 ag-1: agonists of human NR2E3 nuclear receptor; Q9Y5X4; CHO-S Gal4-NCOR/VP16-NR2E3 two-hybrid, luciferase; inhibition of corepressor binding, % at 3.98 µM; 0.35% of 360,000 active; AID 602229;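 active = inhibition above the mean of all tested compounds plus 3 SD, cut at about 70% in these data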;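 note: 0% = DMSO with NR2E3 transfected cells and 100% = cells lacking NR2E3 construct; higher means lower luciferase signal from less NR2E3 corepressor binding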
Target sequence (Q9Y5X4 whole entry, looked up, the tested form may be a part): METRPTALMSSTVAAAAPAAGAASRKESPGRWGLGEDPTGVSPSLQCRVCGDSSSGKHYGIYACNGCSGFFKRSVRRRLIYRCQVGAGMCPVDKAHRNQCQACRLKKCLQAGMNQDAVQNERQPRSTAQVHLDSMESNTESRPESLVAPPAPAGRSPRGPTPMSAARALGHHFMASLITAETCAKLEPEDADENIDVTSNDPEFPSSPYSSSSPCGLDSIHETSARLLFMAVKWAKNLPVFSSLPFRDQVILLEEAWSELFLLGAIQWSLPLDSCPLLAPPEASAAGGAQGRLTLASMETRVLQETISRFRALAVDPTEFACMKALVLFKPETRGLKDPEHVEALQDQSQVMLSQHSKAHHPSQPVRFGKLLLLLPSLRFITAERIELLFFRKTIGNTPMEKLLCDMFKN
TWEAK Fn14 block: TWEAK-Fn14 signaling inhibition. TWEAK-stimulated Fn14 reporter cells, luciferase luminescence, 8 h. inhibition, % at 10 µM. 2% of 360,000 active; in the data active = inhibition above about 50%
MITF TRPM1 inh: reduces MITF-dependent TRPM1 promoter luciferase signal. inhibition, % at 12.5 µM. SK-MEL-5 TRPM1 promoter luciferase, 24 h. AID 488899. 0.83% of 330,000 active;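 active = mean inhibition across replicates of 60% or more, whatever share of single replicates reaches that level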; note: values of inactives mirror those of a sister screen read the other way
Peg3 prom inh: reduces Peg3 promoter-driven luciferase expression in HeLa. HeLa PEG-Prom luciferase reporter, luminescence, overnight. inhibition, % at 20 µM. 1.7% of 360,000 active. AID 588405;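 active = inhibition of at least 50% at 20 µM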
NR2E3 ag-2: agonists of human nuclear receptor NR2E3 | Q9Y5X4 | GST-NR2E3/biotin-RetCOR TR-FRET, 1536-well | inhibition of corepressor binding, % at 4.78 µM | 0.12% of 320,000 active | AID 2300;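 active = percent inhibition above the cutoff of mean plus 3 SD of all tested compounds, set per screening campaign, cut at about 20% in these data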;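 note: 0% = DMSO wells and 100% = biotin wells as full block of FRET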
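Format: 1536-well format; test system: GST-NR2E3 and biotin-RetCOR proteins; read-out basis: percent inhibition of TR-FRET ratio; timing: 5 h incubation at 4 °C; detection: time-resolved FRET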
HIF-2a block: inhibitors of HIF-2a; 786-0 RCC cells HIF-2a reporter, luciferase luminescence, overnight; inhibition, % at 18.8 µM; 0.72% of 360,000 active; AID 624352;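 active = inhibition of the luminescence signal of 40% or more relative to plate controls, in a single-dose primary screen at 18.75 µM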
Shn3 inh set2: reduces Shn3 3'UTR luciferase signal in osteoblasts; AID 588674; inhibition, % at 12.5 µM; Clone20 osteoblast Shn3 3'UTR firefly luciferase, 24 h; 0.52% of 360,000 active;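 active = mean inhibition of at least 75% with every replicate also reaching 75%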;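 note: 0% = median of neutral control wells and 100% = pilot-screen positive control compound; some compounds past the cut are filed as inactive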
C8 TRAIL sens: caspase-8 TRAIL sensitization; NB7+C8 cells + TRAIL, ATPlite viability luminescence; inhibition (viability loss, TRAIL sensitization), % at 10 µM; 1% of 360,000 active; AID 624354;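 active = compounds causing at least 50% loss of cell viability in the single-dose screen, relative to plate controls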
TROY NFkB inh: TROY signaling inhibition; Q293 LMP1-TROYcd NF-kB luciferase reporter, 4 h; inhibition, % at 10 µM; 0.98% of 360,000 active; AID 1347056;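 active = compounds whose plate-normalised and pattern-corrected inhibition of the luciferase reporter signal at the single screening dose is 50% or more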
* = called active by the depositor; / = no result given.

SMILES	CF NFkB inh	KKLEB tox	NR2E3 ag-1	TWEAK Fn14 block	MITF TRPM1 inh	Peg3 prom inh	NR2E3 ag-2	HIF-2a block	Shn3 inh set2	C8 TRAIL sens	TROY NFkB inh
O=C(NNC(=O)c1ccc(F)c(S(=O)(=O)N2CCOCC2)c1)c1ccc(Br)cc1	-1	-1	-6	4	-4	10	3	-1	-5	-17	1
CCCOc1ccc(F)cc1-c1cc(C(=O)NCc2cc(C(F)(F)F)cc(C(F)(F)F)c2)[nH]n1	10	-7	2	53*	/	-9	/	6	-3	0	23
CC(C)=C1CCC(C)CC1=NNC(N)=S (stereo not given)	5	1	-19	17	-2	13	/	7	58	-8	0
COc1c(C)cc(C(O)c2ncc(-c3cccc(F)c3)[nH]2)cc1C (stereo not given)	10	-4	15	-2	/	13	/	13	-13	-8	2
CCN1CCN(S(=O)(=O)c2ccc(Cl)c(C(=O)N(CC(C)C)C3CCS(=O)(=O)C3)c2)CC1 (stereo not given)	6	20	10	3	-8	2	/	9	-6	-2	9
O=C(OC1C2CCC1C1CN(CCc3ccccc3)CC12)c1ccccc1 (stereo not given)	-10	-4	-2	-16	12	6	-2	7	-1	17	1
CCCS(=O)(=O)NC(=O)C1(C)CCCN(C(=O)C(C)(C)Oc2ccc(Cl)cc2)C1 (stereo not given)	9	-7	-11	6	/	-5	/	17	-3	1	-13
COc1ccc(N=Cc2c(C)[nH][nH]c2=O)cc1	16	3	-2	-16	1	-7	-4	4	5	-6	-5
COc1ccccc1-c1csc(NC(=O)c2cc(-c3cccs3)nc3ccccc23)n1	16	2	-20	5	6	9	4	13	5	-15	-1
CC1(C)CC(=O)c2sc(N)nc2C1	7	-1	-7	10	16	1	-2	-3	-6	-8	9
Cc1ccc(CN2CCC(n3nccc3NC(=O)CCOc3ccccc3)CC2)o1	14	-9	14	6	-1	16	0	11	-5	-15	-35
Cc1ccc(S(=O)(=O)NCC(=O)NCC(=O)OCC(=O)N2CC(=O)Nc3ccccc32)cc1C	8	-2	7	-3	-1	11	2	14	-20	-3	4
Cc1onc(-c2ccccc2)c1C(=O)c1ccccc1	-15	-6	-11	17	11	5	-2	8	-3	-5	0
CCCNC(=O)Nc1cc(OCC)c(N2CCOCC2)cc1OCC	-18	12	-15	-2	-13	0	-4	-2	8	-11	-1
NC(=O)NC(=O)COC(=O)c1cccnc1Nc1ccccc1F	-24	13	2	-12	-17	-14	0	-12	-15	-1	-17
O=C(Nc1cccc2ncccc12)c1ccc2c(c1)OCCO2	6	3	0	83*	-5	-54	3	-49	-8	0	/
CNc1ccncc1S(=O)(=O)NC	5	4	2	-4	-8	3	1	18	-10	-5	-2
COc1ccc(C2OC[C@H]3O[C@H](O)[C@H](NC(C)=O)[C@@H](O)[C@@H]3O2)cc1 (stereo not given in full)	-15	13	-1	-2	-21	4	/	14	9	-8	0
COc1ccc(-n2nnnc2C(C2CC2)N2CCN(C/C=C/c3ccccc3)CC2)cc1 (stereo not given)	-13	-3	8	33	/	1	/	-10	20	16	4
COc1ccc(S(=O)(=O)NCCOc2ccccc2)cc1F	7	2	-30	1	6	-13	1	8	14	-3	4
COc1ccccc1C1NC(=O)CCC1[N+](=O)[O-] (stereo not given)	5	2	11	15	-24	17	-3	17	-1	6	-4
O=C(COC(=O)c1ccc(-n2cnnn2)cc1)c1ccc(Br)cc1	17	-4	-9	11	-43	-92	/	-67	-25	-5	-47
O=C(Nc1ccc(O)cc1C(=O)O)c1ccc2c(c1)C(=O)N(Cc1ccco1)C2=O	10	-4	3	6	13	7	5	-1	-18	-5	28
COc1ccccc1C(=O)N1CCNC(=O)C1CC(=O)Nc1ccc(Cl)cc1 (stereo not given)	-1	-4	0	16	-3	20	1	14	-15	9	-8
CCCCOCCCNC(=O)C[C@@H]1C[C@@]2(C(=O)OC)CCCCC=C2N(Cc2ccccc2)C1=O	/	/	-26	11	/	/	/	0	/	-13	-11
Next records
SMILES	CF NFkB inh	KKLEB tox	NR2E3 ag-1	TWEAK Fn14 block	MITF TRPM1 inh	Peg3 prom inh	NR2E3 ag-2	HIF-2a block	Shn3 inh set2	C8 TRAIL sens	TROY NFkB inh
Cc1ccc(OCC(O)Cn2c3ccccc3c3ccccc32)cc1 (stereo not given)	5	-9	-20	-4	-5	47	1	-42	28	17	1
CC1CCCC/C1=N\NC(=S)Nc1ccccc1 (stereo not given)	0	-3	-78	-11	16	4	-4	-25	1	-3	3
CSc1nn(-c2ccc(C(=O)OCC(=O)NC(=O)NC(C)C)cc2)c(=S)s1	13	-3	6	-15	1	5	11	2	5	4	-30
N#Cc1ccccc1S(=O)(=O)N1CCN(C(=O)c2cc3c(s2)CCC3)CC1	5	-2	-10	-24	4	-10	/	-13	-6	7	-37
COc1cccc(CNC(=O)C2CCCN(c3nc4ccccc4o3)C2)c1 (stereo not given)	-38	-5	11	4	2	18	-5	-18	14	10	0
O=C1NCCCc2nonc21	7	1	-18	-6	13	-4	2	10	-10	-11	17
COc1ccc(C2(C(=O)NCc3ccco3)CCCC2)cc1OC	15	-5	1	-16	-5	7	-1	14	-1	-19	-5
CCCCC(O)CN1CCC(c2ccccc2)CC1 (stereo not given)	-5	3	-7	-12	4	7	2	6	-9	20	-4
O=C(CSc1ccccc1)NC1CC1	0	-7	-29	-10	/	-8	/	1	-31	-18	13
Cc1nnc(NC(=O)c2cccc(S(=O)(=O)N3CCN(C)CC3)c2)s1	3	10	-6	-8	0	3	-4	13	-5	3	7
CCO/C=C1/C(=O)N(C(C)=O)c2ccccc21	0	14	3	2	11	-4	0	12	-4	-27	2
CCOC(=O)c1sc(=S)n(-c2ccccc2)c1N	15	-9	7	20	-4	-20	-1	-4	5	6	9
CCc1nnc(SCC(=O)Nc2nc(C)c(C(=O)N(C)C)s2)n1CC	12	12	-13	0	-4	17	-2	8	17	5	-3
COc1ccc(Cl)cc1CN1C(=O)C(Cc2ccccc2)ON=C1C (stereo not given)	-28	5	-10	-19	/	17	/	0	20	0	3
Cc1nc2sc(C(N)=O)c(N)c2c2c1CCCC2	70*	7	-44	23	19	-28	0	10	15	14	-9
COCCSc1ccccc1C(=O)N1CCOCC1	9	4	1	-7	-2	12	-4	8	7	8	-1
O=C(CNS(=O)(=O)c1ccc2ccccc2c1)OCc1nnc(-c2ccccc2)o1	12	-2	-4	-8	-17	-3	2	-6	-16	-1	-2
Cc1ccc(/C=N/NC(=O)CSc2nc3ccccc3[nH]2)o1	-4	3	-46	11	9	-14	-1	-35	-20	3	-9
CC1CCC/C(=C\Nc2ccc(C(=O)O)c(O)c2)C1=O (stereo not given)	14	-7	-23	-5	-21	-32	2	-30	-29	-9	19
Cc1ccc(NC(=O)CSc2ncn[nH]2)c([N+](=O)[O-])c1	20	-15	-41	-4	6	-14	/	-8	5	-9	-7
Cc1nc2cc(NS(=O)(=O)c3cccc4cccnc34)ccc2s1	-31	22	-8	13	1	31	4	8	32	-18	11
CN(C)/C=C/C(=O)c1ccncc1	-9	6	-56	0	-1	8	3	9	1	0	30
CCNC(=S)N(Cc1cc2c(C)ccc(C)c2[nH]c1=O)C1CCCC1	-12	-7	-8	-38	-2	18	0	18	8	-9	-6
CC(C)Cc1nnc(NC(=O)CCC(=O)N2CCN(c3ccccc3)CC2)s1	-20	10	-6	5	4	10	1	7	-10	3	-23
CCCCN1CC(=O)N2[C@@H]3c4cc(Br)ccc4OC[C@@H]3[C@H](C(=O)OCC)[C@]2(C)C1=O	-4	-4	6	-8	-6	-1	/	15	0	-3	5

A draw from above in order of molar mass, falling.
SMILES	CF NFkB inh	KKLEB tox	NR2E3 ag-1	TWEAK Fn14 block	MITF TRPM1 inh	Peg3 prom inh	NR2E3 ag-2	HIF-2a block	Shn3 inh set2	C8 TRAIL sens	TROY NFkB inh
Cc1ccc(OCC(O)Cn2c3ccccc3c3ccccc32)cc1 (stereo not given)	5	-9	-20	-4	-5	47	1	-42	28	17	1
Cc1ccc(NC(=O)CSc2ncn[nH]2)c([N+](=O)[O-])c1	20	-15	-41	-4	6	-14	/	-8	5	-9	-7
CC1CCC/C(=C\Nc2ccc(C(=O)O)c(O)c2)C1=O (stereo not given)	14	-7	-23	-5	-21	-32	2	-30	-29	-9	19
O=C1NCCCc2nonc21	7	1	-18	-6	13	-4	2	10	-10	-11	17

(continued)
SMILES	CF NFkB inh	KKLEB tox	NR2E3 ag-1	TWEAK Fn14 block	MITF TRPM1 inh	Peg3 prom inh	NR2E3 ag-2	HIF-2a block	Shn3 inh set2	C8 TRAIL sens	TROY NFkB inh
CC(Sc1nnc(NC2CC2)s1)C(=O)Nc1ccc(S(N)(=O)=O)cc1 (stereo not given)	20	4	-16	-18	-7	1	/	-1	10	7	-5
COC(=O)CN(c1ccc(F)cc1)S(=O)(=O)c1ccc2c(c1)OCCO2	6	0	12	10	2	17	2	1	7	1	-23
CSc1ccc(CCNC(=O)CN2C(=O)CCSc3ccccc32)cc1	0	4	-21	-2	3	5	3	20	15	-20	-29
c1ccc(CCNc2nc(-c3ccncc3)nc3ccccc23)cc1	9	-25	-20	30	18	56*	1	17	16	13	34
CCOC(=O)C1=C(C)OC(N)=C(C#N)C1c1ccoc1 (stereo not given)	6	-4	3	-5	-1	17	0	10	0	-17	2
O=C(Nc1ccc2nc(N3CCOCC3)sc2c1)c1ccccc1	8	-9	-25	-20	-1	-59	-1	-88	6	2	-21
C=C1C[C@H](O[C@@H]2O[C@H](CO)[C@@H](O)[C@H](O)[C@H]2O)[C@@H]2[C@H](OC(=O)[C@H]2C)[C@H]2[C@H](C)[C@H](O)C[C@@H]12	26	-1	0	1	-2	13	/	0	6	-13	7
CCCc1nc2ccccc2c(C(=O)OCC(=O)Nc2c(C)n(C)n(-c3ccccc3)c2=O)c1CC	-29	0	3	10	10	22	2	25	4	26	14
Cc1cc(C)c(NC(=O)/C(=C/c2ccco2)c2ccccc2)c(C)c1	19	-3	-1	8	0	-11	-3	3	15	-3	-23
COc1ccccc1Oc1cc(C#N)c(C#N)cc1-n1nnc2ccccc21	7	-4	16	8	21	23	7	46*	-1	17	18
CCOc1ccccc1C1CC(=O)Nc2cc(OC)c(OC)c(OC)c21 (stereo not given)	-12	-5	-30	3	3	-6	1	-24	-52	1	-1
COc1ccc(OC)c(C(=O)CSc2nc3ccccc3n2CC(=O)NC(C)(C)C)c1	-3	-14	7	-4	-1	15	3	18	14	4	-8
O=c1[nH]cnc(O)c1C(c1ccc([N+](=O)[O-])cc1)c1c(O)nc[nH]c1=O	12	-2	-17	-8	2	10	4	17	-18	5	-6
Cc1cc(-c2ccccc2)c2nncn2n1	9	-5	0	-4	5	-5	-5	1	6	5	-18
COc1ccc(-c2nnc(SCC(=O)c3ccc[nH]3)n2-c2ccccc2)cc1	14	7	-58	-21	-62	-168	4	-160	-54	-2	-36
Cc1sc2ncnc(SCC(=O)Nc3nc(-c4ccc(F)c(F)c4)cs3)c2c1C	44	-31	-4	-9	9	6	2	6	-12	10	1
Cc1ccc(CNC(=O)C2CC(=O)N(C3CCCCCCC3)C2)cc1 (stereo not given)	-4	18	-26	2	12	13	0	13	15	0	3
COCCn1c(C)cc(C(=O)CSc2ncnc3sc4c(c23)CCC4)c1C	4	8	17	17	-1	6	/	8	13	5	-6

A portion of the library; rates above refer to the full screens.
